# APJ ag – activates the human apelin receptor APJ | P35414 | CHO-K1 APJ PathHunter beta-arrestin, luminescence; 0% DMSO wells, 100% apelin | activation, % at 20 µM | actives 0.11% (n = 330,000);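 active = activation more than six SD over the plate average, tested at 20 µM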;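 also: 0% = DMSO alone and 100% = apelin-13 at 10 nM; some results filed as inactive read as strong as hits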
# Target sequence (P35414 whole entry, looked up): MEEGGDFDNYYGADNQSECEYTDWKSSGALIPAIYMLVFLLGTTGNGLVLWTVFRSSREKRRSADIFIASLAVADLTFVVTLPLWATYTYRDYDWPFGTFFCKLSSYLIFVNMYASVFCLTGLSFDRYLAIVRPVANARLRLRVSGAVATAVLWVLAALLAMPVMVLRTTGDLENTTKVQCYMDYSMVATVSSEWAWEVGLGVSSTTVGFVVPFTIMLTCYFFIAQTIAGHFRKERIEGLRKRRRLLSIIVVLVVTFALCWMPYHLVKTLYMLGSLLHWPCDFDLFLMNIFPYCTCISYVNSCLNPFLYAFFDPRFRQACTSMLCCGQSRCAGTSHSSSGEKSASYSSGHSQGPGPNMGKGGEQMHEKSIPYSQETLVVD
#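 Assay system: engineered CHO-K1 APJ arrestin reporter cells; Amount: 1000 CHO-K1 reporter cells seeded per well; Dosing: one dose, 20 µM compound, 1% DMSO; Times: compound stimulation 90 min at 25 °C, detection 60 min; Measured by: luminescent beta-gal fragment complementation, chemiluminescent substrate; Read-out: APJ–arrestin association signal; Controls: DMSO vs Apelin-13 10 nM.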
# tim23-1 inh – growth inhibitors of tim23-1 mutant yeast; inhibition, % at 20 µM; AID 463212; S. cerevisiae tim23-1 growth, BacTiter-Glo luminescence, 24 h; actives 1.3% (n = 330,000);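 active = growth inhibition of the mutant yeast at or above 50%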;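 also: temperature-sensitive mutant grown at 25 °C; plate controls were DMSO-treated mutant yeast for no effect and medium wells lacking yeast for full effect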
# Mdm2 MdmX PPI – human Mdm2/MdmX binding inhibition | O15151+Q00987 | SaOS-2 split-luciferase Mdm2/MdmX complementation, luminescence | inhibition, % at 8 µM | actives 3% (n = 330,000) | AID 485346;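 active = inhibition of at least 50% at 8 µM in the primary screen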
# tim10-1 inh – inhibits growth of tim10-1 mutant yeast | S. cerevisiae tim10-1 ts strain growth, BacTiter-Glo, 24 h | inhibition, % at 20 µM | actives 2.2% (n = 330,000);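 active = inhibition of at least 40%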;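 also: mutant grown at 25 °C; 0% = DMSO wells with yeast and 100% = wells holding no yeast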
# APJ antagonist – antagonists of human APJ apelin receptor; P35414; CHO-K1 APJ beta-arrestin complementation, luminescence; inhibition, % at 20 µM; actives 0.32% (n = 330,000);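 active = inhibition above about 40% at 20 µM, limit read from the data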;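 also: cells challenged with 10 nM apelin-13 agonist together with compound; plate controls were apelin-13 plus DMSO wells for no effect and DMSO wells lacking apelin-13 for full effect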
# XBP1 UPR activ – activators of adaptive arm of unfolded protein response (XBP1). CHO-XBP1 luciferase reporter, IRE1-XBP1 UPR activation, luminescence; percent of tunicamycin response, DMSO as zero. activation, % at 20 µM. actives 0.33% (n = 330,000);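 active = versus positive control, 20 µM dose yields 30% or more activation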;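 also: 100% = tunicamycin at 10 µg/mL and 0% = DMSO only wells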
#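 Material: CHO-XBP1 cells stably carrying IRE1-XBP1-driven luciferase reporter / Amount: 1000 cells per well / Compound: 20 µM, 1% DMSO / Times: 6 h treatment, 37 °C / Detection: luciferase luminescence / Measure: % activation of reporter signal versus tunicamycin and DMSO controls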
# TIM10 inh – growth inhibitors of TIM10 yeast strain | S. cerevisiae TIM10 strain growth, BacTiter-Glo luminescence, 24 h | inhibition, % at 10 µM | actives 1.4% (n = 330,000) | AID 463195;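 active = inhibition of 40% or more at the single tested concentration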;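 also: wild-type TIM10 isogenic control strain grown at permissive 25 °C; 0% = DMSO yeast wells and 100% = minimal medium wells without yeast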
# CHOP UPR activ – activators of apoptotic arm of unfolded protein response (CHOP) | AID 449763 | CHO-CHOP luciferase reporter, UPR activation, luminescence; percent of tunicamycin response over DMSO baseline | activation, % at 10 µM | actives 0.34% (n = 330,000);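 active = at 10 µM dose, activation of 40% or more, normalized to positive control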;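 also: 100% = tunicamycin at 10 µg/mL and 0% = DMSO alone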
#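 measured by = luciferase luminescence | assay system = CHO-CHOP cells, stable luciferase reporter of PERK-eIF2a-CHOP signalling | amount = 500 reporter cells seeded per well | timing = 6 h compound exposure at 37 °C after overnight seeding | controls = positive tunicamycin 10 µg/mL, negative DMSO alone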
# CXCR6 block – blocks human CXCR6 beta-arrestin recruitment; O00574; CHO-K1 PathHunter CXCR6 beta-arrestin, luminescence; inhibition, % at 20 µM; actives 0.36% (n = 360,000); AID 602244; in the data active = inhibition above about 34%, passing the limit was not always enough;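 also: antagonist mode with CXCL16 agonist at 10 nM final; 0% = 10 nM CXCL16 with DMSO and 100% = unstimulated wells without agonist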
# Target sequence (O00574 whole entry, looked up): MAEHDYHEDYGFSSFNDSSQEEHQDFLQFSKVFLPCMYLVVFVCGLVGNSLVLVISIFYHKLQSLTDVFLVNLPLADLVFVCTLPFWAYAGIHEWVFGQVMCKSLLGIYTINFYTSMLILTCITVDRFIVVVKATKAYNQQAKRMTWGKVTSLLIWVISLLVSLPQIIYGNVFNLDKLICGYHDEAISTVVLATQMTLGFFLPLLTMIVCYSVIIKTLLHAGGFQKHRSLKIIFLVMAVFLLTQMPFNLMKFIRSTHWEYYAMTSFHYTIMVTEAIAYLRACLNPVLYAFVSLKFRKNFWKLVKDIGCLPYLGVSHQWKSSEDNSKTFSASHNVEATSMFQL
# Starred values were filed as active, the others as inactive; / = not tested or not shown.
SMILES,APJ ag,tim23-1 inh,Mdm2 MdmX PPI,tim10-1 inh,APJ antagonist,XBP1 UPR activ,TIM10 inh,CHOP UPR activ,CXCR6 block
Cc1ccc(S(=O)(=O)N2CCN(C(=O)c3cc(C4CC4)nc4c3cnn4C(C)C)CC2)cc1,-1.6,34.1,27.9,21.3,14.6,1.7,13.1,-2.4,6.7
Nc1ccc(S(=O)(=O)Nc2nccc(/C=C/c3ccccc3F)n2)cc1,-1.5,0.4,6.1,-12.6,0.8,0.0,3.1,0.3,-1.8
O=C(Oc1ccc(Oc2ccccc2)cc1)N1CCC(O)CC1,-1.8,9.9,-20.8,11.1,10.9,2.5,15.8,5.3,-9.5
O=C(c1ccc(Cn2cnnn2)cc1)N1CCCC(Nc2ccc(F)c(F)c2)C1 (stereo not drawn),4.0,10.5,8.5,15.8,5.3,-6.3,-10.1,1.9,-3.3
Cn1c2ccccc2n2c(=O)c(=O)n(CC(=O)N3CCCc4ccccc43)nc12,-3.2,9.6,-18.0,1.3,14.1,-2.5,-15.2,-0.6,/
CCSC1=C(C#N)C2(CCCC2)C(C#N)=C(N)N1,0.6,9.9,17.6,-16.0,6.2,-4.6,-15.8,-0.1,-8.0
CCCc1c(O)c2ccccc2[nH]c1=O,-3.3,-9.7,18.4,-6.9,-1.4,-1.5,2.0,-2.8,-6.4
COc1ccc(-c2nc3c(c(=O)[nH]c(=O)n3Cc3ccccc3)n2CCO)cc1,-1.5,3.7,2.3,-20.9,8.6,0.5,7.4,-0.8,3.7
Cc1ccc(/C=C2\C(=O)NC(=O)N2C)o1,-1.9,0.8,5.9,4.1,5.0,-0.5,3.9,-0.1,-0.4
CC(N=Cc1c(O)c2ccccc2oc1=O)C(=O)O (stereo not drawn),-2.2,-8.0,1.9,-11.2,6.5,-3.5,-0.5,0.3,-2.5
CC(C)c1ccc(NCCC(=O)c2ccc(Br)cc2)cc1,-3.5,-15.4,-4.4,-9.4,0.2,-3.8,-2.0,0.1,-1.2
CC(=O)N1CCOc2cc(S(=O)(=O)NC(C)c3ccccc3)c(Cl)cc21 (stereo not drawn),-0.2,8.7,10.2,18.1,5.2,-0.8,1.4,-1.4,-2.6
CN(C(=O)CSc1nc(N)c2c3c(sc2n1)CSC(C)(C)C3)c1ccccc1,-3.7,30.1,38.5,7.1,-12.5,-0.7,1.5,-0.1,-6.5
CCOCCCNC(=O)c1c[nH]c2ccc(S(=O)(=O)Nc3cccc(OC)c3)cc2c1=O,5.4,0.2,4.6,-2.1,6.9,-1.9,-1.4,1.9,3.4
Cc1onc(-c2ccccc2Cl)c1C(=O)Nc1ccc(OCC(=O)N2CCOCC2)cc1,-2.2,8.2,-16.1,4.7,5.5,-2.0,-1.3,0.9,-8.7
OCCCc1nc2ccccc2n1CCCCOc1ccccc1,0.3,11.6,26.2,12.0,18.6,0.1,-0.3,0.7,-3.9
C=CCNc1ncnc2c1cnn2-c1ccc(C)cc1C,0.0,11.5,-21.4,0.1,-8.7,7.8,10.2,2.2,-1.3
NC(=O)c1ccc(NC(=O)CCCN2C(=O)NC3(CCCC3)C2=O)cc1,2.0,3.1,-11.6,-7.0,8.3,-1.5,3.4,-1.9,-2.6
Cc1ccc(NS(=O)(=O)c2ccc(C(=O)NCc3cccnc3)cc2)cc1,10.6,15.0,-2.6,6.2,-2.2,-5.8,7.4,0.1,7.2
CN(Cc1ccc(Cl)cc1)C(=O)c1cc(S(=O)(=O)N2CCOCC2)ccc1N1CCCC1,-0.2,12.7,-21.7,-0.8,23.1,-0.9,-2.2,-0.8,-0.4
CCOc1ncc(S(=O)(=O)N2CCN(CC)CC2)cc1C(=O)O,2.1,7.6,25.0,6.1,20.9,-1.6,3.8,-1.4,-3.3
O=C(N/N=C/c1ccccn1)C(O)c1ccccc1 (stereo not drawn),-3.6,10.9,-3.2,4.6,6.0,-3.0,17.5,-0.9,3.1
CC1CCCN(C(=O)COC(=O)C2CCN(S(=O)(=O)c3ccc(Cl)c(C(F)(F)F)c3)CC2)C1 (stereo not drawn),2.7,23.9,3.9,18.0,-14.5,-1.5,21.9,-0.2,10.8
Cc1cccn2c(=O)c(C=C(C#N)C#N)c(N3CCN(c4cccc(Cl)c4)CC3)nc12,-5.4,30.1,25.6,22.9,2.0,-2.0,19.7,1.1,11.6
COc1cc2cc(-c3ccc(O)cc3O)nc(C)c2cc1OC,-0.9,51.4*,83.5*,40.1*,8.9,28.2,45.8*,-0.1,11.0
O=c1c2[nH]c3ccccc3c2ncn1Cc1cccnc1,-6.5,0.8,3.9,-5.5,-5.5,-2.0,-7.7,-1.1,7.3
CCOC(=O)[C@@H]1[C@H]2COc3cc(OC)ccc3[C@H]2N2C(=O)N(c3ccc(OC)cc3)C(=O)[C@]12C,-2.6,16.9,-1.1,11.3,18.2,-2.9,9.2,1.5,-3.8
COC(=O)CCC(=O)COc1ccccc1C#N,-3.2,6.4,14.9,1.3,3.2,-1.1,2.9,0.4,4.8
CCOC(=O)Cc1cc(-c2ccc(OC)cc2)nc2ccc3ccccc3c12,-1.2,6.1,24.9,13.9,8.6,-1.9,8.8,1.4,-2.2
CC(c1ccncn1)N(C)C(=O)c1ccc2oc(Cc3ccccc3)nc2c1 (stereo not drawn),-4.6,10.3,5.6,17.8,-12.4,1.0,3.8,-0.3,4.4

# Of the compounds above, these have an aryl methoxy group:
SMILES,APJ ag,tim23-1 inh,Mdm2 MdmX PPI,tim10-1 inh,APJ antagonist,XBP1 UPR activ,TIM10 inh,CHOP UPR activ,CXCR6 block
COc1ccc(-c2nc3c(c(=O)[nH]c(=O)n3Cc3ccccc3)n2CCO)cc1,-1.5,3.7,2.3,-20.9,8.6,0.5,7.4,-0.8,3.7
CCOCCCNC(=O)c1c[nH]c2ccc(S(=O)(=O)Nc3cccc(OC)c3)cc2c1=O,5.4,0.2,4.6,-2.1,6.9,-1.9,-1.4,1.9,3.4
COc1cc2cc(-c3ccc(O)cc3O)nc(C)c2cc1OC,-0.9,51.4*,83.5*,40.1*,8.9,28.2,45.8*,-0.1,11.0
CCOC(=O)[C@@H]1[C@H]2COc3cc(OC)ccc3[C@H]2N2C(=O)N(c3ccc(OC)cc3)C(=O)[C@]12C,-2.6,16.9,-1.1,11.3,18.2,-2.9,9.2,1.5,-3.8
CCOC(=O)Cc1cc(-c2ccc(OC)cc2)nc2ccc3ccccc3c12,-1.2,6.1,24.9,13.9,8.6,-1.9,8.8,1.4,-2.2

# The results go on.
SMILES,APJ ag,tim23-1 inh,Mdm2 MdmX PPI,tim10-1 inh,APJ antagonist,XBP1 UPR activ,TIM10 inh,CHOP UPR activ,CXCR6 block
NC(=S)n1[nH]c(-c2ccc([N+](=O)[O-])cc2)c(N=Nc2cccc(Cl)c2)c1=O,-3.2,46.2,96.7*,41.4*,24.8,-4.2,36.0,0.2,29.4
CCOC(=O)CSc1nc(C)c(C(C)=O)cc1C#N,2.0,1.0,-8.9,6.3,0.0,3.7,7.2,0.0,-1.7
Cc1[nH]c2ccccc2c1/C=N/NC(=O)CNC(=O)COc1ccccc1,-2.1,14.8,-32.2,1.0,-5.6,-1.8,-3.1,1.3,-3.2
CCOC(=O)C(Cc1ccccc1)NC(=O)CCCC(=O)c1ccccc1 (stereo not drawn),-0.8,17.1,33.9,16.8,1.0,1.4,13.6,-1.0,-13.1
Cc1cc(C)c2cc(C(=O)N(C)C3CCN(C)CC3)[nH]c2c1,-5.7,5.5,2.4,2.5,10.8,1.2,7.6,0.4,10.0
COc1ccc(Cl)cc1C(=O)NNC(=O)c1cccc(S(=O)(=O)N(C)C)c1,0.7,4.7,25.6,15.1,1.0,-0.2,5.3,-0.5,-12.1
Cc1cccc(NC(=O)Cn2nnc3ccccc32)c1,-2.6,16.6,-6.8,5.0,-6.1,3.9,-0.5,6.1,1.2
Cc1occc1C(=O)O/N=C(\N)c1ccc(Cl)cc1,10.8,82.3*,99.6*,65.6*,-27.1,3.5,47.2*,7.9,-3.1
COC(=O)c1ccc(S(=O)(=O)NCc2ccco2)o1,1.1,-2.5,12.1,-9.4,0.9,2.3,-14.7,-1.9,-3.2
O=C(O)c1nn(CC(=O)N2CCCCCC2)c(=O)c2ccccc12,-2.8,0.3,13.0,0.3,-2.8,2.9,-20.7,-0.6,2.6
Cn1cccc1C(=O)OCc1nc2ccccc2c(=O)[nH]1,-1.7,3.3,2.5,10.8,1.0,2.5,-0.3,3.6,-12.8
O=C1CCC(c2ccccc2)=NN1Cc1c(F)cccc1Cl,-1.3,8.8,-0.9,-11.3,8.3,-3.2,-31.4,-0.5,-7.3
Cc1ccc(OCC(=O)Nc2ccc(N3CCN(S(C)(=O)=O)CC3)cc2)cc1,0.4,-16.0,2.5,10.8,15.2,-0.2,-9.7,-1.1,6.7
Cc1csc(NC(=O)c2ccc(Cn3nc(C)c(Br)c3C)o2)n1,2.3,49.2,24.8,26.2,8.8,1.4,13.9,3.9,-8.6
O=C(O)c1cccc(S(=O)(=O)Nc2ccccc2Cl)c1,-1.3,8.9,-4.3,6.4,5.7,-3.1,5.8,-1.3,6.2
CCN(CC)CCNC(=O)c1ccc(CS(=O)(=O)c2ccc(Br)cc2)o1,-3.7,13.4,15.5,9.8,-3.4,-0.6,10.6,-1.9,-2.1
CN(CC(=O)Nc1ccc(Cl)cc1)C(=O)CNC(=O)c1ccc(Br)o1,-6.7,11.0,-2.3,0.1,4.8,1.6,-5.5,3.1,5.9
COCCn1c(SCC(=O)NN2C(=O)NC(C)(c3ccccc3)C2=O)nnc1-c1ccncc1 (stereo not drawn),-1.7,8.0,-5.9,-0.4,1.9,-1.2,1.6,0.1,-1.6
COc1ccc(OCc2nnc(SCC(=O)Nc3ccccc3C#N)o2)cc1,0.0,10.6,9.1,-10.8,2.3,3.4,6.6,-1.1,6.5
Oc1c(C2=NCCNC(C(F)(F)F)=C2)ccc2ccccc12,-3.2,58.6*,-218.2,48.4*,-31.3,-0.8,43.6*,3.8,9.9
CCCP(=O)(CC(=O)O)c1ccccc1 (stereo not drawn),2.9,24.9,4.3,10.4,11.5,0.9,9.0,1.2,-1.0
CSc1nc(C)cc(Oc2ccccc2)n1,-2.9,-0.2,-26.6,-0.8,-11.0,-3.4,1.4,-1.1,4.9
CC1CCC(C(C)C)C(OC(=O)CSc2nnc(N)s2)C1 (stereo not drawn),-2.1,24.4,-27.2,23.3,-3.8,-3.4,-1.6,0.4,3.3
CCOC(=O)NNc1ccc(C(F)(F)F)cn1,-1.5,6.9,8.0,-14.9,-0.9,0.0,-2.4,-0.1,-0.8
CN(c1cccc(Cl)c1)S(=O)(=O)c1cccc(C(=O)NC2=NCCS2)c1,-1.7,-6.4,5.6,37.7,-0.3,-3.0,22.9,-0.9,2.0
COc1ccccc1CNS(=O)(=O)c1c(C(=O)N2CCCCCC2)c(C)n(C)c1C,-2.9,9.7,8.7,23.9,15.6,-3.1,2.5,3.4,13.1

# A portion of the library, so the mix of outcomes need not match the whole.
